Screening results as filed in PubChem BioAssay.
TLR4 MyD88 comp: inhibitors of human TLR4-MyD88 binding | HeLa CL3-4 TLR4/MyD88 BLA complementation, FRET ratio | inhibition, % at 8.4 µM | 0.18% of 200,000 active | AID 861; in the data active = inhibition above about 25%;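 also: 0% = vehicle and 100% = reference inhibitor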
Target sequence (O00206 whole entry, looked up): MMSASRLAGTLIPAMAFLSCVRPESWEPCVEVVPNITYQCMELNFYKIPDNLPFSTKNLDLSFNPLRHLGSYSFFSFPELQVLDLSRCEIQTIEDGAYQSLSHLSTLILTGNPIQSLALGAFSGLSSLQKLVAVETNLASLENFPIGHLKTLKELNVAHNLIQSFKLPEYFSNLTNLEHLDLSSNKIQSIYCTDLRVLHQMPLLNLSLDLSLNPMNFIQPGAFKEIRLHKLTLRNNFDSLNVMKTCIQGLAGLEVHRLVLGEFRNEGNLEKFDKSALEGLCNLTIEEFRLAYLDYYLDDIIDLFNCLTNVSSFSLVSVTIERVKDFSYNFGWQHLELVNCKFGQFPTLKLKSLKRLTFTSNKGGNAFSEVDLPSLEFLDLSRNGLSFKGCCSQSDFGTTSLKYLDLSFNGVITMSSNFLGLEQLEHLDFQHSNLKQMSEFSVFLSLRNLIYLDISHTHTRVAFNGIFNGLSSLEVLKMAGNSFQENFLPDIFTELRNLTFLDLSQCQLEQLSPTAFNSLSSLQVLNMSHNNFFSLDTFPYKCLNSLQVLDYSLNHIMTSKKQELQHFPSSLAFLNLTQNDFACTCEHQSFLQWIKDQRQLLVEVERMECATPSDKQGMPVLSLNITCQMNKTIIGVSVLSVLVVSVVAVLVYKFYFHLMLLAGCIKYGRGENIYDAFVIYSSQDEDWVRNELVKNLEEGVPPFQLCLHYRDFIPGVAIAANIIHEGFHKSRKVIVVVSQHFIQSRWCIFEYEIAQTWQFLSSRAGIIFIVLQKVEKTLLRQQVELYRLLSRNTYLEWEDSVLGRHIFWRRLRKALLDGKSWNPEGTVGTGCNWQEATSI
Target sequence (Q99836 whole entry, looked up): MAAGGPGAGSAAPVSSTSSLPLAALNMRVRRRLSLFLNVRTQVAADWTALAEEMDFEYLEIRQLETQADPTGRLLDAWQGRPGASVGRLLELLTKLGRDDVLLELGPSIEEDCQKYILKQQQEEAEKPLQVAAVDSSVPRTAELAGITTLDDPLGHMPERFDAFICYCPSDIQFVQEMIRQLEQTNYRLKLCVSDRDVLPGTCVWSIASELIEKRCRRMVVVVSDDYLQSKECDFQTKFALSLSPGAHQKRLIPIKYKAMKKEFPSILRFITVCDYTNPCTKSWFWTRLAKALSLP
Hsp70 act: transcriptional activators of Hsp70; HeLa Hsp70 promoter luciferase reporter, luminescence; scaled: vehicle 0, proteasome-inhibitor control 100%; activation, % at 10 µM; 0.04% of 200,000 active;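 active = activation above the mean across all tested compounds plus 3 SD, cutoff set per campaign, cut at about 5.5% in these data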;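 also: 100% = MG132 at 30 µM as the positive control and 0% = DMSO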
STAT1 act: activators of IFN-gamma induced STAT1 signaling | activation (% of control), % at 5.5 µM | NIH 3T3 STAT1-luciferase reporter, luminescence; 100% = IFN-gamma alone, no compound | 2.6% of 200,000 active;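 active = activation above the screen-wide mean activation plus 3 SD, cut at about 130% in these data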;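 also: raw ratio to IFN-gamma control signal so 100% means no change and 0% no light; values of inactives mirror those of a sister screen read the other way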
NF-kB neuron act: raises NF-kB expression in human neuronal cells. NF-kB reporter expression; stronger effect = higher value. fold change at 12.5 µM. 1.6% of 190,000 active. AID 1239; in the data active = fold change above about 3.3
APP 5'UTR act: APP 5'UTR luciferase reporter activation | SH-SY5Y APP 5'UTR luciferase reporter, luminescence; zero percent = DMSO vehicle wells | activation, % at 2 µM | 1% of 190,000 active | AID 1276;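 active = activation above a set limit, based on mean plus 3 SD of controls, cut at about 140% in these data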; also: values of inactives mirror those of a sister screen read the other way
STAT3 act: increases IL-6 driven STAT3 reporter signal; U3A cells, IL-6 STAT3-luciferase reporter, luminescence; 100% = signal with IL-6 EC80 alone; activation (% of control), % at 5.6 µM; 0.91% of 190,000 active; AID 871;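 active = activation above the screen-wide mean of compound activation plus 3 SD, cut at about 130% in these data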;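 also: 0% = background luminescence of wells with medium and substrate only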
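system = STAT3-luciferase reporter U3A cells | reagent = IL-6 stimulus at 33 ng/mL final | timing = 1 h compound pre-exposure, 6 h IL-6 stimulation, 37 °C | measured by = luminescence | evaluation = % activation versus median of IL-6-stimulated wells | control set = IL-6-only wells as 100% reference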
STAT1 blocker: STAT1 signaling inhibition | inhibition, % at 5.5 µM | 0.35% of 200,000 active | NIH 3T3 STAT1-luciferase reporter, IFN-gamma, luminescence;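 active = inhibition above a set limit, the mean inhibition across all tested compounds plus 3 SD, cut at about 34% in these data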;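 also: 0% = IFN-gamma with DMSO and 100% = IFN-gamma with 300 µM nifuroxazide; values of inactives mirror those of a sister screen read the other way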
STAT3 inh: inhibitors of IL-6 induced STAT3 signaling | U3A cells, IL-6 STAT3-luciferase reporter, luminescence; host cell line lacks STAT1 | 0.89% of 190,000 active | AID 862 | inhibition, % at 5.5 µM;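 active = inhibition above the mean inhibition across all screened compounds plus 3 SD, cut at about 44% in these data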;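 also: 0% = DMSO only wells and 100% = 100 µM nifuroxazide control wells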
Efa HMGR inh: blocks class II HMG-CoA reductase of Enterococcus faecalis; purified E. faecalis HMGR, NADPH absorbance 340 nm kinetic; inhibition, % at 10 µM; 0.41% of 190,000 active;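 active = inhibition above a set limit, the median over all tested compounds plus 3 SD, cut at about 9.5% in these data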;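 also: enzyme runs in reverse so mevalonate oxidation gives rising NADPH absorbance; 0% = complete reaction with DMSO and 100% = background rate lacking mevalonate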
Redox H2O2 prof: compounds producing H2O2 with reducing agent – biochemical, NIH compound library profiling, artefact control for MLSCN library redox annotation, primary screen; DTT-dependent redox cycling H2O2, phenol red/HRP absorbance; 100% = 100 µM peroxide control, 0% = buffer; activation, % at 10 µM; 0.03% of 200,000 active;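 active = activation of at least 50% relative to the plate's high and low controls in the primary single-dose screen; inactive = activation below 50%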;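 also: compound incubated with DTT at 0.8 mM final as the reducing agent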
An asterisk follows results filed as active; . = no result given.

SMILES	TLR4 MyD88 comp	Hsp70 act	STAT1 act	NF-kB neuron act	APP 5'UTR act	STAT3 act	STAT1 blocker	STAT3 inh	Efa HMGR inh	Redox H2O2 prof
CCN(CC)c1ccc(C2C(C(=O)OCCOC(C)C)=C(C)NC3=C2C(=O)CCC3)cc1 (stereo not drawn)	-3	-0.1	97	0.95	-7	104	3	2	3	-0.1
CCOC(=O)N1CCC(NC(=O)c2sc3nc4n(c(=O)c3c2C)CCCC4)CC1	4	-0.3	93	0.97	18	102	5	-1	-4	0.1
O=C(CSc1nnc(Nc2ccccc2)s1)NCCN1C(=O)CSC1=O	10	-0.3	96	1.2	13	94	5	7	-4	-0.1
CC(=O)Nc1ccc(S(=O)(=O)Nc2ccc(C)c([N+](=O)[O-])c2)cc1	-5	-0.4	88	0.85	1	96	14	5	-11	-0.8
c1cc2c(cc1-c1csc(NNC3=NCCCCC3)n1)OCCO2	0	-0.2	144*	0.7	80	107	-50	-6	-4	0.3
Cc1ccccc1C(O)c1ccncc1 (stereo not drawn)	5	-0.2	98	1.4	-1	99	2	-1	-2	5.5
Cc1c(NC(=O)CN2CC(C)OC(C)C2)c(=O)n(-c2ccccc2)n1C (stereo not drawn)	-11	0.0	98	0.88	5	103	2	-1	2	0.6
Cn1ncc(Cl)c1C(=O)Nc1cccnc1	3	-0.1	95	1.1	0	102	6	1	-2	-6.6
CCc1cc(C(=O)N2CCCC(CCC(=O)N3CCN(c4ccccn4)CC3)C2)no1 (stereo not drawn)	-22	-0.1	95	0.96	-11	85	3	21	4	-0.7
Cc1cc(C)c(S(=O)(=O)N2CCCCC2)c(C)c1N(C)S(=O)(=O)c1ccc(Cl)cc1	4	-0.3	97	0.93	-2	103	3	2	1	2.2
O=C(NCCN1CCCCCC1)C1CCN(S(=O)(=O)N2CCOCC2)CC1	-9	0.0	100	1.2	7	106	0	-4	2	1.6
O=c1cc(C(F)(F)F)c2sc(N3CCCCC3)nc2[nH]1	-12	-0.4	97	1.1	15	110	3	-9	-3	2.9

Shown in CSV form: 6 of the compounds above.
compound,TLR4 MyD88 comp,Hsp70 act,STAT1 act,NF-kB neuron act,APP 5'UTR act,STAT3 act,STAT1 blocker,STAT3 inh,Efa HMGR inh,Redox H2O2 prof
O=C(NCCN1CCCCCC1)C1CCN(S(=O)(=O)N2CCOCC2)CC1,-9,0.0,100,1.2,7,106,0,-4,2,1.6
c1cc2c(cc1-c1csc(NNC3=NCCCCC3)n1)OCCO2,0,-0.2,144*,0.7,80,107,-50,-6,-4,0.3
Cn1ncc(Cl)c1C(=O)Nc1cccnc1,3,-0.1,95,1.1,0,102,6,1,-2,-6.6
CCc1cc(C(=O)N2CCCC(CCC(=O)N3CCN(c4ccccn4)CC3)C2)no1 (stereo not drawn),-22,-0.1,95,0.96,-11,85,3,21,4,-0.7
O=c1cc(C(F)(F)F)c2sc(N3CCCCC3)nc2[nH]1,-12,-0.4,97,1.1,15,110,3,-9,-3,2.9
Cc1ccccc1C(O)c1ccncc1 (stereo not drawn),5,-0.2,98,1.4,-1,99,2,-1,-2,5.5

4 compounds drawn at random from the list so far:
SMILES	TLR4 MyD88 comp	Hsp70 act	STAT1 act	NF-kB neuron act	APP 5'UTR act	STAT3 act	STAT1 blocker	STAT3 inh	Efa HMGR inh	Redox H2O2 prof
CCOC(=O)N1CCC(NC(=O)c2sc3nc4n(c(=O)c3c2C)CCCC4)CC1	4	-0.3	93	0.97	18	102	5	-1	-4	0.1
CCN(CC)c1ccc(C2C(C(=O)OCCOC(C)C)=C(C)NC3=C2C(=O)CCC3)cc1 (stereo not drawn)	-3	-0.1	97	0.95	-7	104	3	2	3	-0.1
O=c1cc(C(F)(F)F)c2sc(N3CCCCC3)nc2[nH]1	-12	-0.4	97	1.1	15	110	3	-9	-3	2.9
CCc1cc(C(=O)N2CCCC(CCC(=O)N3CCN(c4ccccn4)CC3)C2)no1 (stereo not drawn)	-22	-0.1	95	0.96	-11	85	3	21	4	-0.7

Next entries:
SMILES	TLR4 MyD88 comp	Hsp70 act	STAT1 act	NF-kB neuron act	APP 5'UTR act	STAT3 act	STAT1 blocker	STAT3 inh	Efa HMGR inh	Redox H2O2 prof
Cc1nc(CS(=O)(=O)c2ccccc2)cc(N2CCOCC2)n1	-4	-0.1	106	1.4	29	94	-7	8	0	-7.0
CCc1nc(N)nc2c1C(=O)CC(C)(C)C2	-12	-0.2	95	1.2	0	100	6	2	2	0.1
N#CCCN(C(=O)COC(=O)c1cccc(S(=O)(=O)Nc2ccc([N+](=O)[O-])cc2)c1)c1ccccc1	2	-0.1	92	0.89	-12	108	9	-5	-3	0.0
CCOC(=O)C1CCN(C(=O)c2ccc3c(SCC(=O)O)c4c(nc3c2)CCCC4)CC1	-19	-0.2	104	0.96	3	98	-5	4	3	-0.5
O=C1CC(N2CCN(S(=O)(=O)c3ccc(Cl)cc3)CC2)C(=O)N1CCc1ccccc1 (stereo not drawn)	-3	-0.2	94	0.72	-2	102	7	2	1	2.9
COc1ccc(Cl)cc1-c1nc(SCC(=O)NC(C)C)n[nH]1	3	0.1	92	0.86	-16	106	9	2	3	0.2
CCOc1cccc2sc(=NC(=O)c3ccc(S(=O)(=O)N4CCOCC4)cc3)n(C)c12	1	-0.4	96	0.78	-3	102	4	2	-2	-1.1
COc1ccc2c(c1)[nH]c1c(=O)n(/N=C/C3C(C)C=C(C)CC3C)c(=O)[nH]c12 (stereo not drawn)	-3	-0.2	103	0.85	3	104	-4	8	1	-0.2
Cc1cc2ccccc2c(=O)n1CC(=O)NCC(=O)N(C)Cc1ccccc1	1	-0.3	104	0.92	-23	103	-3	3	4	-2.2
O=C1Cc2ccccc2N1c1c(Cl)cccc1Cl	-10	-0.3	99	1.2	-1	94	1	8	-2	-0.3
CC1(C)Cc2c(C#N)c(N3CCN(C(=O)c4ccccc4)CC3)nc(Cc3ccccc3)c2CO1	9	0.3	102	0.66	1	108	-2	-3	2	0.0
C=CCOc1ccc2nc(NC(=O)OC)[nH]c2c1	0	0.7	114	2.4	.	113	-15	-15	-8	0.7
Cc1cc2c(c(=O)n1Cc1ccccn1)C(C(C)C)C(C#N)=C(N)O2 (stereo not drawn)	7	-0.1	94	1.2	-1	96	7	12	-5	-0.9
COC(=O)N/N=C/c1c(C)nn(-c2cccc(Cl)c2)c1Cl	-2	0.0	108	2.2	12	99	-9	4	2	0.3
CN(C)/N=C/c1ccc(Sc2ccc([N+](=O)[O-])cc2[N+](=O)[O-])o1	4	0.0	99	1	23	120	1	-26	-5	-0.3
Cc1nn(CCCC(=O)Nc2cccnc2)c(C)c1[N+](=O)[O-]	11	0.0	95	1.2	13	97	5	5	2	-1.4
O=C(Cc1ccccc1)NCC(=O)OC(c1ccccc1)c1ccccc1	0	0.6	101	2.6	-13	97	-4	9	3	0.0
CS(=O)(=O)N(CC(=O)N1CCN(c2ccc(F)cc2)CC1)c1ccc(F)c(Cl)c1	-14	0.3	102	1.1	8	99	-2	6	-9	0.3
COCCNc1ccc([N+](=O)[O-])cc1C(=O)Nc1cccc(C)n1	-4	-0.2	104	0.99	-6	99	-8	7	5	-0.1
Cn1c(=O)c2cc(S(=O)(=O)NCCC(=O)NC3CCCCCC3)ccc2n(C)c1=O	-18	-0.5	110	1	-9	108	-11	-2	-2	0.0
CC(Oc1ccc(Cl)cc1)C(=O)OCC(=O)Nc1ncc(Cl)cc1Cl (stereo not drawn)	1	0.2	102	1.1	5	100	-2	5	-5	0.1
O=C(c1ccccc1)N1CCN(CC#CC2(O)CCCCC2)CC1	-3	-0.4	98	1.7	-4	94	2	11	0	-0.3
COc1ccnc(N2CCN(c3ccc(Cl)cc3)CC2)c1C#N	-8	0.0	97	1.3	-5	79	-7	31	2	1.8
Cc1cccc(C)c1OCCCCn1cnc2ccccc2c1=O	8	-0.1	98	1	11	95	2	12	-6	-1.8
CCOc1ncccc1C(=O)Nc1ccc(F)c(Cl)c1	-9	-0.3	97	1.1	-5	92	1	15	-8	-0.3
O=C(/C=C/c1ccccc1)Nn1cnnc1	-13	-0.3	106	1	10	110	-6	-3	3	1.5
Cc1ccc(C(=O)Nc2nc3ccccc3c(=O)s2)cc1	8	0.2	125	3.2	82	85	-28	21	-5	0.3
O=C(CCCOc1ccccc1)N1CCCCC1	6	-0.5	101	2.1	103	62	-1	48*	5	-0.1
CNc1nc2ccccc2n(C)c1=O	0	-0.2	97	1.2	5	102	3	0	-5	-0.7
Cc1c(NC(=O)C(C#N)=C2CCCCC2)c(=O)n(-c2ccccc2)n1C	-17	-0.6	96	0.99	-5	98	4	10	3	-3.9
O=C(Nc1ccccc1)c1cc([N+](=O)[O-])ccc1NCc1cccnc1	-8	-0.3	98	0.92	-1	100	3	2	-9	-0.2
CCOc1ccc(C(F)(F)F)cc1NC(=O)COc1ccc(C(F)(F)F)cc1[N+](=O)[O-]	7	-0.2	101	1.1	-1	101	-1	8	-2	2.0
COc1ccc(C(CNC(=O)c2cc3ccccc3cc2OC)N2CCCC2)cc1 (stereo not drawn)	-1	-0.2	89	0.88	14	97	12	11	-3	2.4
Cc1cc(C)n(Cc2ccc(F)cc2)c(=O)c1C#N	-2	-0.3	102	1.3	8	101	-3	1	-2	3.3
CCC(=O)Nc1c2c(nn1-c1ccccc1C)CSC2	6	-0.1	107	1	-17	104	-8	0	-4	3.9
Cc1ccc[n+](C(C)C(=O)Nc2ccc([N+](=O)[O-])cc2C)c1 (stereo not drawn)	3	-0.2	94	0.93	12	104	6	-2	-1	-2.0
COc1ccc(C(=O)N(Cc2ccc(N(C)C)cc2)C2CCS(=O)(=O)C2)cc1 (stereo not drawn)	1	-0.3	104	1.1	2	108	-5	-6	.	-0.8
NC(=S)NN=C(Cc1ccccc1)Cc1ccccc1	2	0.2	110	1.9	7	97	-12	8	3	-0.5
CC(OC(=O)CNC(=O)C12CC3CC(CC(C3)C1)C2)C(=O)Nc1ncc(Cl)cc1Cl (stereo not drawn)	14	-0.3	100	1.3	0	103	-1	0	1	0.7
OCCNC(=S)NC1CCCCC1	-10	-0.4	96	0.88	23	103	4	-3	-8	0.5
CCCSc1oc(-c2ccco2)nc1S(=O)(=O)c1ccccc1	13	-0.2	95	1	-5	106	10	-4	-4	0.9
CCn1c2ccccc2c2cc(NC(=S)N3CCOCC3)ccc21	3	-0.2	105	1.4	10	131	-6	-35	-1	-3.3
Cc1nnc(SCC(=O)Nc2cc(-c3cc(C)c(C)cc3C)nn2-c2ccccc2)s1	11	-0.2	92	0.89	-6	102	9	-5	-5	0.1
c1ccc2c(c1)nc1n2CCN1	-15	0.0	103	1.2	11	105	-3	-2	-1	1.5
Cn1c(N/N=C/c2cccs2)cc(=O)n(C)c1=O	-3	-0.3	100	1	-1	105	0	2	-1	0.3
COc1ccc(C(=O)NC(=S)Nc2cccnc2)cc1[N+](=O)[O-]	7	-0.1	99	1.1	-1	100	0	3	-7	-2.6
